Polio RdRp inh: poliovirus RNA polymerase inhibition; poliovirus polymerase elongation, fluorescence polarization; hits give low values; % elongation, % (compound at 16.7 µg/mL); 150,000 compounds, 0.66% hits; in the data active means % elongation below about 90%; further: some results filed as inactive read as strong as hits
Target sequence (P03300 1749-2209 limits assumed): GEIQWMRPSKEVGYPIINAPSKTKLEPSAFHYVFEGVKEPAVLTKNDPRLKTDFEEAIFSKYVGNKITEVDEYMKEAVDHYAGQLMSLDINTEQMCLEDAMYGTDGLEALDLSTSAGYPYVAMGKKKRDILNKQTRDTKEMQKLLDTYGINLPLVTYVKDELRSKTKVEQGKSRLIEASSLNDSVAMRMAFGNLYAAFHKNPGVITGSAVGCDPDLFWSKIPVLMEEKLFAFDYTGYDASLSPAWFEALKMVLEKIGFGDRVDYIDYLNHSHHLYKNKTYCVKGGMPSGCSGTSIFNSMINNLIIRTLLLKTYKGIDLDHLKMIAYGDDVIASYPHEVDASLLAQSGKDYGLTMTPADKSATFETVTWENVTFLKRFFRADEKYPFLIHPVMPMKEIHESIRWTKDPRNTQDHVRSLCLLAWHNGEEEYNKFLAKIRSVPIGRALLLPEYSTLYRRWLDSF
Polio RdRp inh FP z-score: second read-out of Polio RdRp inh, no call of its own (marks repeat the call); z-score; measured here: FP z-score; hits read low
* = called active by the depositor; & = joins results of further samples. Only part of the results is shown, so the mix of outcomes need not match the whole.

mol,Polio RdRp inh,Polio RdRp inh FP z-score
COCCCNC(=O)C1CCN(c2cc(C)nc3c(-c4ccc(Cl)cc4)c(C)nn23)CC1,108,1
O=C(NC1C2CC3CC(C2)CC1C3)c1ccc2c(c1)OCO2 (stereo not given),99,-0.3
Clc1cn2ccsc2n1,102,0.2
CC1CCN(CCCNC(=O)c2cc3c(=O)n(C)c4ccccc4c3n2C)CC1,103,0.5
Cc1nnc(Nc2ccc(C(=O)O)cc2)[nH]c1=O,102,0.2
CC(C)(C)NCC(O)c1cc(O)cc(O)c1 (stereo not given),100&100,0.1&0
Cc1cc(C)c(NC(=O)C(C)Sc2nnnn2-c2ccccc2)c(C)c1 (stereo not given),104,0.1
CC(C)Oc1ccc(CNS(=O)(=O)c2cnc(N)nc2)cc1,107,-0.2
COc1ccc(CC(=O)Nc2sccc2C(N)=O)cc1,108,0.5
CNC(=O)c1cccc2cccc(Br)c12,105,0.1
COc1cccc(-n2c(SCC(=O)Nc3ccc4c(c3)OCO4)nc3c([nH]c4ccccc43)c2=O)c1,115,1.9
O=C(O)CSc1nccn1Cc1ccccc1,98,-0.9
CCCCC(=O)Nc1ccc2oc(-c3ccc(OC)c(Cl)c3)nc2c1,103,0.1
CCOc1ccc(CCNC(=O)c2cc3c(C)nc4ccccc4c3o2)cc1OCC,99,-0.7
O=c1cc(-c2ccccc2)oc2cc(O)cc(O)c12,101&99,0.1&-0.1
O=C(O)C1CCN(/C=C/C(=O)C(F)(F)F)CC1,99,-0.1
CC(C)NC(=O)c1ccccc1N,107,0.6
COc1ccc(CNC(=O)CSCc2nc(-c3ccccc3C)oc2C)cc1,101,-0.6
Cn1c(C(C#N)C(=O)c2ccc(C(C)(C)C)cc2)nc2ccccc21 (stereo not given),99,-0.8
Cc1ccc2c(c1)C(=O)OC(C(=O)Nc1ccccc1C(=O)O)C2 (stereo not given),100,-0.8
CCN=C1NC(=O)C(CC(=O)Nc2ccc(Oc3ccccc3)cc2)S1 (stereo not given),109,0.7
FC(F)(F)Oc1ccc(-n2nnnc2SCCN2CCCCC2)cc1,104,0.2
CCc1cc(=O)oc2c3c(ccc12)OCN(Cc1ccccc1)C3,100,-0.1
Cc1cc2c(cc1C)NC(CC(=O)Nc1ccccc1)C(=O)N2 (stereo not given),110,-0.1
CCc1nn(CC(=O)NC(C)CCc2ccccc2)c(=O)c2cc3cc(F)ccc3n12 (stereo not given),110,1.1
CCS(=O)(=O)N1CCc2cc(C(=O)NCCc3ccc(OC)c(OC)c3)ccc21,97,-2.4
Cn1nccc1C(=O)Nc1ccc(Cl)cc1,103,0.3
CN1CCC(OC(c2ccccc2)c2ccccc2)CC1,102&98,0.2&-0.7
Cc1cccc(C)c1Nc1c(-c2ccccc2O)nc2ncccn12,110,-0.7
CC1CCN(CC(=O)Nc2ccc(C(=O)O)cc2)CC1,102,-0.1
CC(=O)Nc1ccc(S(=O)(=O)Nc2cccc(-c3ccc(N4CCC(C)CC4)nn3)c2)cc1,104,-0.6
O=C(COC(=O)C1COc2ccccc2O1)c1ccccc1 (stereo not given),105,0.5
Cc1ccc(-n2c(=O)c3c(cnn3C)n(Cc3ccccc3F)c2=O)cc1,98,-2
CCOC(=O)c1cccc(NC(=O)c2cc3c(=O)n(Cc4ccccc4)ccc3nc2C)c1,112,1.4
O=C(NCc1ccccc1Cl)C(=O)NCC(c1cccs1)S(=O)(=O)c1ccccc1 (stereo not given),111,0.9
CCCCn1cc(S(=O)(=O)c2ccc(Cl)cc2)c(=O)c2cc(F)c(N3CCCC(C)C3)cc21 (stereo not given),100,-1.8
CCc1cc(=O)oc2c(C)c(OC3CCCCC3=O)ccc12 (stereo not given),101,0.4
O=C(NNc1ncccc1-n1cccc1)Nc1ccc(OC(F)(F)F)cc1,102,-0.1
Cc1ccc(-c2cc(=O)c(=O)[nH][nH]2)cc1,103,0.8
CN1C(=O)C2(c3ccccc31)N(c1cccc(C(F)(F)F)c1)C(=O)CS2(=O)=O (stereo not given),102,-0.7
O=C(/C=C/c1ccc(S(=O)(=O)N2CCOCC2)cc1)NC(=S)NC1CC1,100,-0.3
CC(C)NC(=O)C(C)Oc1ccccc1 (stereo not given),102,-0.1
c1ccc([C@H]2CN3CCSC3=N2)cc1,101&101,0.2&0.2
O=C(O)C1CCCCC1C(=O)Nc1nncs1 (stereo not given),100,0.1
Cc1ccc(C)c(Cn2c(=O)n(CCCC(=O)NCc3ccco3)c(=O)c3sccc32)c1,100,-0.2
CC1C(=O)N2CCCc3cc(S(=O)(=O)N4CCc5ccccc54)cc1c32 (stereo not given),100,-0.7
Cc1cccc(OCCNC(=O)c2sc3nc[nH]c(=O)c3c2C)c1,87,-1.9
Cc1ccc(S(=O)(=O)c2nc(S(=O)(=O)c3ccccc3)sc2N2CCCC2)cc1,104,1.4
COc1cccc(CC(=O)Nc2ccc3nc(N4CCC(C)CC4)cc(C)c3c2)c1,104,-0.3
CCC(C)c1ccc(NC(=O)CN(CC)Cc2nc3ccccc3c(=O)[nH]2)cc1 (stereo not given),97,-0.6

Following part
mol,Polio RdRp inh,Polio RdRp inh FP z-score
O=C(O)CCC(=O)c1c[nH]c2ccccc12,107,0.3
CCCn1c(C(C)O)nc2ccccc21 (stereo not given),102,0
Cn1ccnc1C(=O)c1cc(-c2ccco2)nc2ccccc12,105,1.8
CC1=CC(C)=NCCN1,101,-0.3
O=C(COCc1cc(-c2ccco2)on1)NC1CCCC1,101,0
Cc1cccc(N2CCN(C(=O)CSCc3c(C)noc3C)CC2)c1C,110,0.9
Cc1cc(C)c(S(=O)(=O)NCC(=O)N2CCc3ccccc3C2)c(C)c1,105,1.3
COC(=O)c1cc2oc(C)cc2n1Cc1ccc(Cl)cc1,107,-0.2
Cc1ccc(NC(=O)CCc2nnc3ccc(NCCCc4ccccc4)nn23)cc1,104,1
CCOc1ccc(N2C(=O)c3[nH]nc(-c4ccc(OC)cc4)c3C2c2cccs2)cc1 (stereo not given),108,0.8
Cc1ccc(CC(C#N)C(N)=C(C#N)C#N)cc1 (stereo not given),102,0.1
Cc1ccc2[nH]c(CSc3nnc(NC(=O)COc4ccccc4F)s3)cc(=O)c2c1,98,-1.8
CC1CNC(=O)NC1=O (stereo not given),104,0.2
COCCN1Cc2cccc(C(=O)N3CCN(c4cccc(C)c4)C(C)C3)c2C1=O (stereo not given),101,0.2
CCC(=O)Nc1nc(-c2ccc(C)c(C)c2)cs1,99,-0.6
c1ccn2c(c1)nc1nc3nonc3nc12,58,-7.6
O=C(CSc1nc2cc(Cl)ccc2s1)NC1CCS(=O)(=O)C1 (stereo not given),102,-0.1
CC(=O)c1ccc(NC(=O)Nc2ccc3snnc3c2)cc1,107,0.1
Cn1ccnc1Sc1ncnc2sccc12,104,0.2
O=C1C(=Cc2cn[nH]c2-c2ccc(F)cc2)C(=O)c2ccccc21,103,0
S=C1NCN(C(Cc2ccccc2)c2ccccc2)CN1 (stereo not given),106,0.5
COC(=O)c1cc(CSc2nnc(-c3cccs3)n2N)oc1C,104,0.1
CC(=O)c1cccc(NC(=O)c2cc3nc(-c4ccc(Br)cc4)cc(C(F)(F)F)n3n2)c1,110,0.6
Cc1ccc(C)c(NC(=O)CCCN2C(=O)COc3ccc(C)cc32)c1,109,0.8
Cc1ccccc1C(=O)N1C(=O)c2ccccc2S1(=O)=O,102,0.3

Five entries from above in another layout.
Each structure is followed by: Polio RdRp inh, Polio RdRp inh FP z-score
O=C(CSc1nc2cc(Cl)ccc2s1)NC1CCS(=O)(=O)C1 (stereo not given)
 : 102, -0.1
CC(=O)c1ccc(NC(=O)Nc2ccc3snnc3c2)cc1
 : 107, 0.1
Cn1ccnc1Sc1ncnc2sccc12
 : 104, 0.2
O=C1C(=Cc2cn[nH]c2-c2ccc(F)cc2)C(=O)c2ccccc21
 : 103, 0
S=C1NCN(C(Cc2ccccc2)c2ccccc2)CN1 (stereo not given)
 : 106, 0.5

Some of the entries so far, as labelled records:
COc1cccc(-n2c(SCC(=O)Nc3ccc4c(c3)OCO4)nc3c([nH]c4ccccc43)c2=O)c1
  Polio RdRp inh = 115 | Polio RdRp inh FP z-score = 1.9
O=C(O)CSc1nccn1Cc1ccccc1
  Polio RdRp inh = 98 | Polio RdRp inh FP z-score = -0.9
CCCCC(=O)Nc1ccc2oc(-c3ccc(OC)c(Cl)c3)nc2c1
  Polio RdRp inh = 103 | Polio RdRp inh FP z-score = 0.1
CCOc1ccc(CCNC(=O)c2cc3c(C)nc4ccccc4c3o2)cc1OCC
  Polio RdRp inh = 99 | Polio RdRp inh FP z-score = -0.7

Remaining list, next part
mol,Polio RdRp inh,Polio RdRp inh FP z-score
Cc1ccc(C(=O)Oc2cc(C)cc(OC(=O)c3ccc(C)cc3)c2)cc1,103,0.4
COc1ccc(NC(=O)Nc2nnc(N(C)C3CCCCC3)s2)c(OC)c1,107,-0.1
Fc1ccc(Cc2nc3ccccc3[nH]2)cc1,103,0.2
COC(=O)Cn1c(Cl)nc2c1c(=O)n(C)c(=O)n2C,104,0.7
COc1ccc(-c2cccc(NS(=O)(=O)c3cc(C)c(OC)c(C)c3C)c2)nn1,108,0.5
Cc1ccc(-c2nc3c4ccccc4n(CC(=O)NCc4ccc(F)cc4)c(=O)n3n2)cc1,116,2
CC1CC(C)CN(S(=O)(=O)c2ccc(F)c(C(=O)NCc3ccccc3)c2)C1 (stereo not given),101,-0.1
CC(C)(C)C(=O)Oc1ccc2cc(-c3ccc4ccccc4n3)c(=O)oc2c1,102,0.1
O=C(CSc1nc2ccccc2n1Cc1cccc(F)c1)N1CCN(c2ccc(F)cc2)CC1,111,0.3
O=C(CSc1nc(=O)n(Cc2ccco2)c2c1CCC2)NCc1ccccc1Cl,108,0.4
Cc1ccc(-c2nnc(SC(C)c3ccccc3)n2N)cc1 (stereo not given),101,-0.3
CCOc1ccccc1NC(=O)Nc1nnc(N(C)Cc2ccccc2)s1,105,-0.4
Cc1noc(C)c1COC(=O)c1cccc(S(=O)(=O)N2c3ccccc3CC2C)c1 (stereo not given),102,0.1
O=C(NCCCO)c1nc2ccccc2s1,99,-0.8
Cc1c(C(=O)Cc2c(O)c3ccccc3oc2=O)sc2nc(C(F)(F)F)nn12,104,0
COc1ccc(P(=O)(CC(=O)O)c2ccc(OC)cc2)cc1,101,0.2
CCNc1nc2c(c(=O)n(C)c(=O)n2C)n1CC(O)COc1ccccc1 (stereo not given),107,0.3
CN(CC(=O)Nc1sccc1C#N)C1CCCCC1,115,1.8
CCc1nnc(NC(=O)C2c3ccccc3C(=O)N(C)C2c2cccs2)s1 (stereo not given),103,0.4
Cc1ccc(C(=O)c2cn(CC(=O)Nc3ccc(C(C)C)cc3)c3nc(C)ccc3c2=O)cc1,113,1.1
C=CCNC(=O)C1CC(c2ccc(F)cc2)=NO1 (stereo not given),98,-0.2
Cc1ccc(NC(=O)c2c(C)oc3nc(C)nc(N4CCCC4)c23)c(C)c1,107,0
Cc1cc(C)cc(NC(=O)Nc2nnc(N3CC(C)CC(C)C3)s2)c1 (stereo not given),106,1.4
Cn1cnnc1SCc1cc(=O)c(OCC(=O)N2CCCCC2)co1,106,0.3
CNC(=O)CN(c1ccc2c(c1)OCO2)S(C)(=O)=O,101,0.5
N#CC(C(=O)Cc1cccc2ccccc12)c1nc2ccccc2[nH]1 (stereo not given),103,0.6
COC(CNC(=O)c1c[nH]c2ccc(S(=O)(=O)N(C)c3ccccc3C)cc2c1=O)OC,102,0.5
COc1ccc(OC)c(CCNC(=O)c2nc(-c3ccc(Cl)cc3)n3c2CCCCC3)c1,112,1.2
CCOc1ccccc1NC(=S)N1CCC(NC(=O)c2ccco2)CC1,102,0.2
CN1/C(=N\N)c2cccc3cccc1c23,112,3.6
Cc1ccc2nc(CN3CCN(S(=O)(=O)c4ccc(F)cc4)CC3)oc2c1,103,-0.6
CC1(C)CC2(CC(C)(C(=O)CSc3nc4ccccc4s3)OC2=O)C(=O)O1 (stereo not given),101,-0.1
O=C(c1cc2nc(-c3ccccc3)cc(-c3ccccc3)n2n1)N1CCC2(CC1)OCCO2,100,-0.3
COc1ccc(CNC(=O)COCc2cc(-c3ccc4c(c3)OCO4)on2)cc1,112,1
Cc1ccc(NC(=O)CN2CCN(C3CCCCC3)C(=O)C2=O)cc1,101,-1.2
N#CC1=C2C=CC=CN2CC1=O,100,-0.1
O=C(COc1ccccc1Br)NC1CCCC1,100,-0.4
COc1ccc(OCc2nc3ccccc3n2CC(C)C)cc1,106,0.2
CC1(C)Cc2c(C#N)c(NCC3CCCO3)nc(-c3ccccc3)c2CO1 (stereo not given),100,-0.5
Cc1ccc(S(=O)(=O)N2CC=C(c3ccc(F)cc3)CC2)cc1,103,0.4
CSc1sc(C#N)c2c1/C(=N/OC(C)=O)CCC2,101,-0.2
O=C(Nc1nc2ccccc2n1CCOc1ccccc1Cl)c1ccccc1,104,-0.1
Cn1c(CN2CCOCC2)c(C#N)c2ccccc21,101,-0.2
COc1ccc(/C=C2/Oc3ccccc3N(CC(=O)O)C2=O)cc1,104,1
COc1ccc(CCNC(=O)CCc2c(C)nc3c4c(C)cc(C)nc4nn3c2C)cc1OC,104,-0.4
C=CCNC(=O)c1ccc2c(c1)N(Cc1ccccc1)C(=O)CS2,101,-0.4
